High-throughput results: PubChem, National Center for Advancing Translational Sciences (NCATS)
A-T KAP1 phos: candidate therapy for ataxia-telangiectasia | […] A-T fibroblasts, KAP-1 phosphorylation AlphaLISA; neocarzinostatin DNA damage 30 min before lysis | Potency, µM (highest dose often 57.5 µM), without a hit: at the highest dose activation, usual class: activators | hit rate 0.19% among 320,000 | AID 485349; also: potency is read from the fitted curve at half-maximal effect; % of control where 0% means no effect; nearly all actives have a fitted effect of over 45% in size
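ATM-like activity read as KAP-1 phosphorylation via AlphaLISA donor/acceptor antibody pairs after lysis and 6 hr at 25C. Cells were ATM-null patient fibroblasts ([…], hTERT), dosed 60 min, then exposed to the DSB inducer NCS for 30 min.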
TSHR antagonist: blocks TSH signaling through the human TSH receptor. P16473. TSHR-expressing cells, TSH-stimulated cAMP HTRF, 2 h; active compounds read low. activity change, negative = inhibition, % at 11.5 µM. hit rate 0.2% among 330,000. AID 504810;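 active = activity change below a set negative limit, meaning inhibition stronger than a set level, cut at about -70% in these data; inconclusive = activity change between two set negative limits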; also: % is scaled to controls: 0 for no effect and ±100 for the full control effect
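Inhibition of cAMP made by TSHR-expressing cells under TSH stimulation (4nM final, EC80; 2 h, 37 deg C) is quantified with a one-step lysis HTRF kit, anti-cAMP cryptate versus cAMP-d2.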
TCR activator: T cell receptor activation | primary human leukocytes, anti-CD3, IL-2 HTRF, 48 h | Potency, µM (highest dose often 9.22 µM), for the others: top-dose activation of IL-2 secretion, hits mostly activators | 330,000 tested, under 10 active | AID 504894; also: % of control where 0% means no effect
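HTRF read-out of IL-2 secretion: europium cryptate donor excited at 320nm, d2 acceptor emission at 665nm. Cells were primary human leukocytes incubated 48 hr with compounds and a-CD3 beads, supplying TCR signal only.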
Tb PFK block: T. brucei PFK enzyme inhibition; Potency, µM (titrated, usually from 57.5 µM), without a hit: at the top dose activity, negative = inhibition, usual class: inhibitors; hit rate 0.17% among 330,000; AID 485367; O15648; T. brucei PFK, ADP-Glo luminescence;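 also: potency is read from the fitted curve at half-maximal effect; 0% = uninhibited 1x PFK enzyme wells and -100% = no-enzyme wells; nearly all actives have a fitted effect of over 60% in size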
Target sequence (O15648 whole entry, looked up): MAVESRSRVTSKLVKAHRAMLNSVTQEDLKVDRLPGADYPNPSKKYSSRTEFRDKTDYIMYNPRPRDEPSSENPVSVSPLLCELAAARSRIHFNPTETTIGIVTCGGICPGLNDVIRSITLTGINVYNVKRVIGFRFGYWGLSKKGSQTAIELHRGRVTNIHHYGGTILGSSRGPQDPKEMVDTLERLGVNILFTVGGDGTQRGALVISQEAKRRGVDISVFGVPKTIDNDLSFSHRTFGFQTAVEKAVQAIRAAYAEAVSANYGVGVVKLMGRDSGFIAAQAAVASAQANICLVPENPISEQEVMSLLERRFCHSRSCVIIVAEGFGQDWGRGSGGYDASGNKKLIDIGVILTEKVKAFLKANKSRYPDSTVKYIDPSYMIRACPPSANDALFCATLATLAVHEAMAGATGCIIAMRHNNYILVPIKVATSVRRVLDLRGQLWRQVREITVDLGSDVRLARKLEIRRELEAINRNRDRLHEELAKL
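Activity is normalized to no-enzyme wells (full inhibition) and 1.25 nM enzyme wells (no inhibition). Reaction: 0.5 mM F6P, 0.1 mM ATP, 45 min RT, ADP-Glo luminescence; concentration-response curves fitted and classed by quality.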
PTAP TSG101 blk: blocks PTAP/TSG101 interaction to inhibit HIV-1 budding; Q99816; Fluorescence polarization, FITC-PTAP peptide / Tsg101 binding; Potency, µM (doses to about 115 µM), without a hit: at the highest dose activity change, negative = inhibition, actives largely listed as inhibitors; 340,000 tested, under 10 active; AID 493005; active = well fitted inhibition curve with a large enough effect in the main read-out, with a control signal flat, not every such curve was filed as active; inconclusive = small, poorly fitted or top-dose-only effect, or effect the other way, or a change in a side signal; inactive = no such curve, though single readings can be large or run the other way; also: potency is read from the fitted curve at half-maximal effect; % of control where 0% means no effect
Target sequence (Q99816 whole entry, looked up): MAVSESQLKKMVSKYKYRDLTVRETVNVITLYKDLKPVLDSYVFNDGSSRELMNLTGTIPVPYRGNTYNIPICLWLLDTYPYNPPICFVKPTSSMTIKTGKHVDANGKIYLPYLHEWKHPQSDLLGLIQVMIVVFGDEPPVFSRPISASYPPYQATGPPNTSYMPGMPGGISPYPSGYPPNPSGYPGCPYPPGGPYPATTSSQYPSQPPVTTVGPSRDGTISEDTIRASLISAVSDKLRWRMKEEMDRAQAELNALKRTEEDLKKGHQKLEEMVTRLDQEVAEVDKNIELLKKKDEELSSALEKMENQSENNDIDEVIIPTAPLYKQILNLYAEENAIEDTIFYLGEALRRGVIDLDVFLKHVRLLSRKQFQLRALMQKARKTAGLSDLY
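Fluorescence polarization binding of Tsg101 binding domain (10 uM final) to FITC-labeled PTAP peptide (50 nM final) in HEPES pH 7.5 buffer with NaCl, Tween 20, EDTA, TCEP. Compounds added before peptide; binding 20 min at RT.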
a7 integrin act: activators of alpha7 integrin expression for muscular dystrophy. hit rate 0.064% among 350,000. AID 624291. Potency, µM (top dose mostly 38.3 µM), for inactives: at the highest dose activation, actives largely listed as activators. alpha7betagal myoblasts, beta-gal FDG fluorescence, 48 h;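 also: potency is read from the fitted curve at half-maximal effect; 100% = response of the positive control SU9516; nearly all actives have a fitted effect of over 60% in size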
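alpha7betagal+/- myoblasts (passage 13, 250/well) treated 48 h at 37C with compounds at 1:260 dilution of DMSO stock. Lysed, then beta-galactosidase activity read as FDG fluorescence (ex 480/em 540) after 30 min, with pre-read for autofluorescence.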
Chronic BCR inh: chronic active BCR signaling inhibition; ABC-DLBCL IkBa-CBG/CBR reporter, luminescence ratio, 4 h; Potency, µM (series often up to 46.1 µM), for inactives: at the highest dose ratio change, negative = lower green/red ratio, most hits filed as inhibitors; hit rate 0.05% among 340,000; AID 493014; active = well fitted inhibition curve with a large enough effect in the signal ratio, with a control signal flat, not every such curve was filed as active; inconclusive = small, poorly fitted or top-dose-only effect, or effect the other way, or a change in a side signal; the % refers to the signal ratio;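 also: potency is read from the fitted curve at half-maximal effect; plate controls were basal doxycycline-induced cells for no effect and cells given 10 µM MG132 for full effect; MG132 reads +100%, hits lower the ratio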
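Compounds up to 46 uM were incubated four hours with TMD8 cells whose green CBG68 luciferase is fused to IkappaBalpha; red CBR luminescence normalised the signal, and concentration-effect curves were fitted to fusion, red and ratio data.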
S-ASM inh: human S-ASM enzyme inhibition. P17405. placental ASM, HMU-PC fluorogenic substrate, 60 min. Potency, µM (doses to about 57.5 µM), for the others: top-dose activity change, negative = inhibition, actives largely listed as inhibitors. hit rate 0.006% among 340,000; also: potency is read from the fitted curve at half-maximal effect
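HMU-PC0 cleavage (9 uM final) by human placental ASM, 60 min at 37 °C following 10 min compound exposure at RT; stopped at pH 10, fluorescence Ex 386/Em 447 nm.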
ELG1 DNA repair: inhibitors of ELG1-dependent DNA repair in HEK293T cells. HEK293T ELG1-luciferase reporter, luminescence, 16 h; DNA damage induced by 5-fluorouridine. Potency, µM (titrated, usually from 46.1 µM), without a hit: top-dose activity change, negative = inhibition, hits mostly inhibitors. hit rate 2.3% among 330,000; also: potency is read from the fitted curve at half-maximal effect; % is scaled to controls: 0 for no effect and ±100 for the full control effect; nearly all actives have a fitted effect of over 55% in size
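In this reporter screen, reduction of luminescence relative to DMSO vehicle indicated activity. Compounds and 5-fluorouridine were added together to 2,000 cells per well, incubated for 16 hr at 37 °C, then developed with ONE-Glo.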
Eya2 inh: inhibitors of human Eya2 phosphatase activity. O00167. recombinant Eya2, OMFP fluorescence dephosphorylation (OMFP is methylfluorescein phosphate). Potency, µM (highest dose often 76.9 µM), without a hit: at the top dose activity, negative = inhibition, hits mostly inhibitors. hit rate 0.006% among 330,000; also: potency is read from the fitted curve at half-maximal effect; % is scaled to controls: 0 for no effect and ±100 for the full control effect
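Eya2 protein (added as 0.2 uM solution) was preincubated with compound for 10 min at ambient temperature in 50 mM HEPES pH 7.5, 50 mM NaCl, 5 uM MgCl2, 0.05% BSA, 1 mM DTT. OMFP (added at 50 uM) then reacted 10 min; fluorescence read at 485/525 nm.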
Mito fusion yeast: blocks mitochondrial division or promotes mitochondrial fusion; S. cerevisiae fusion-defective mutant growth rescue, CellTiterGlo 48 h; Potency, µM (series often up to 46.1 µM), for the others: at the top dose growth rescue (activation), hits mostly activators; hit rate 0.23% among 320,000;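 also: potency is read from the fitted curve at half-maximal effect; % of control where 0% means no effect; nearly all actives have a fitted effect of over 45% in size; temperature-sensitive fusion mutants such as fzo1-1 at 37 °C on non-fermentable ethanol glycerol medium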
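Luminescent cell viability in 1536-well qHTS format served as the measure of rescued growth in ts fusion-mutant S. cerevisiae cultured on non-fermentable YPEG for 48 hours at 37C.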
An asterisk follows results filed as active; ? = inconclusive; · = not tested or not shown; [ ] = another dose, or the depositor's remark. Unless noted, calls follow the shape of the dose curve; as a rule, active = well fitted curve in the direction sought with a large enough effect; inconclusive = small, poorly fitted or top-dose-only effect, or another doubt; inactive = no such curve, though single readings can be large; an effect the other way counts as inactive or inconclusive.

Structure,A-T KAP1 phos,TSHR antagonist,TCR activator,Tb PFK block,PTAP TSG101 blk,a7 integrin act,Chronic BCR inh,S-ASM inh,ELG1 DNA repair,Eya2 inh,Mito fusion yeast
CC(Sc1nc(-c2ccccc2)cs1)C(=O)Nc1ccc(Cl)cn1 (stereo not given),3%,-28,0%[46.1 µM],8%,1%,12%,?,-11%,?,7%,26%
COc1ccc(CC(=O)OC(C)C(=O)Nc2ccc(Cl)cn2)cc1 (stereo not given),13%,-33,-4%,0%,-3%,-12%,-2%,3%,7%,3%,-2%
O=C(c1ccc(CN2CCc3ccccc3C2)cc1)N1CCN(c2ccccc2)CC1,-2%,-24,-15%[46.1 µM],-2%,-1%,-15%,1%,4%,?,-2%,6%
CCN(CCn1cccn1)C(=O)C1CCC(=O)N(CCN2CCOCC2)C1 (stereo not given),32%,3,-8%,-7%,-2%,1%,3%,4%,10%,8%,-1%
Cc1ccc(OCCC(=O)OCC(=O)NCCc2ccccc2)cc1,-3%,-6,-8%,-2%,2%,-15%,3%,-5%,-13%,-28%,-7%
Cc1ccc(S(=O)(=O)N(C)C)cc1NC(=O)CN1CCN(Cc2ccccc2)CC1,5%,7,3%,-9%,-2%,-23%,-3%,-1%,-1%,0%,-1%
O=C(NCCN1CCN(S(=O)(=O)c2ccc([N+](=O)[O-])cc2)CC1)C(=O)Nc1ccccc1,7%,-3,·,1%,-6%,2%,5%,-1%,0%,17%,-1%
CC1(c2ccccc2)NC(=O)N(CC(=O)NC(=O)NC2CCCC2)C1=O (stereo not given),15%,7,·,8%,-7%,11%,?,2%,-27%,15%[15.4 µM],11%
Cc1ccc(S(=O)(=O)N(C)/C(=N/S(=O)(=O)c2ccccc2)c2ccccc2)cc1,-7%,1,2%,-1%,-5%,10%,3%,-2%,14%,-3%,2%
Cc1cc(C)nc(NC(=O)C(c2ccccc2)c2ccccc2)n1,-1%,-4,5%,-1%,-3%,2%,?,4%,-1%,-3%,2%
CCN(CC)S(=O)(=O)c1ccc(Cl)c(C(=O)Oc2cccc(-c3cnc4ccccc4n3)c2)c1,·,·,-4%,·,-1%,16%,·,-3%,·,·,-6%
COc1cc(C)nc(NC(=S)N(C)C(=O)c2ccccc2)n1,-5%,-9,7%,0%,1%,42%,5%,-7%,-13%,14%,-5%
O=C(Cn1[nH]c(=O)c2ccccc2c1=O)N1CC=C(c2ccccc2)CC1,·,-5,1%,0%,-4%,-16%,-5%,-8%,?,29%,3%
COc1ccc(NC(=O)c2cc(-c3ccccc3OC)on2)cc1,6%,-6,-2%,-6%,-4%,14%,?,-8%,?,-2%,3%
Cc1c(NC(=O)c2cc(=O)[nH]c(=O)[nH]2)c(=O)n(-c2ccccc2)n1C,6%,-3,-2%,-8%,-6%,0%,5%,5%,-2%,-9%,2%
CCCCN(C(=O)NC(=O)Nc1cc(C)ccc1C)S(C)(=O)=O,13%,13,·,-7%,-6%,8%,3%,1%,-1%,20%[15.4 µM],-3%
Cc1ccc(NS(C)(=O)=O)c(C(=O)c2ccccc2)c1,-4%,1,2%,-1%,-5%,-15%,15%,-1%,5%,-20%,-1%
CN(C)c1cc(O)c(C(=S)Nc2ccccc2)c(N(C)C)c1,12%,-6,-2%,-3%,-4%,-36%,14%,-9%,14%,2%,-3%
CCC(C)(C)NC(=O)CN(Cc1cccs1)C(=O)CNS(=O)(=O)c1ccc(F)cc1,5%,-12,1%,3%,-2%,36%,-7%,4%,11%,-7%,-4%
COc1ccc(-n2cc(CNCc3cccnc3)c(-c3cccc(F)c3)n2)cc1,-1%,-6,-5%,-3%,-2%,22%,?,5%,-19%,-24%,-12%

Rewritten with two lines to a compound: entries from further up.
Values run as follows: A-T KAP1 phos | TSHR antagonist | TCR activator | Tb PFK block | PTAP TSG101 blk | a7 integrin act | Chronic BCR inh | S-ASM inh | ELG1 DNA repair | Eya2 inh | Mito fusion yeast
- CCN(CC)S(=O)(=O)c1ccc(Cl)c(C(=O)Oc2cccc(-c3cnc4ccccc4n3)c2)c1
  · | · | -4% | · | -1% | 16% | · | -3% | · | · | -6%
- COc1cc(C)nc(NC(=S)N(C)C(=O)c2ccccc2)n1
  -5% | -9 | 7% | 0% | 1% | 42% | 5% | -7% | -13% | 14% | -5%

(listing goes on)
Structure,A-T KAP1 phos,TSHR antagonist,TCR activator,Tb PFK block,PTAP TSG101 blk,a7 integrin act,Chronic BCR inh,S-ASM inh,ELG1 DNA repair,Eya2 inh,Mito fusion yeast
COc1ccccc1NC(=O)Nc1nnc(-c2ccco2)s1,-4%,11,·,3%,·,·,?,·,21%,-18%,3%
CCCCn1c(N)c(N(CCOC)C(=O)COC(=O)COc2cc(C)ccc2Cl)c(=O)[nH]c1=O,-1%,-6,-2%,-1%,1%,-10%,-9%,1%,20%,13%,-3%
COc1ccc(NC(=O)c2ccccc2-c2ccccc2C(=O)O)cc1,7%,-8,-13%,0%,0%,0%,5%,2%,4%,-6%,-2%
O=C(COc1ccccc1F)NCc1ccc(-n2cccc2)cc1,-1%,4,-2%,2%,-2%,-3%,1%,-8%,-7%,0%,20%
CCn1c(C)nnc1SCC(=O)Nc1nccs1,-3%,-6,5%,0%,-1%,-6%,-1%,10%,14%,-5%,-1%
O=C(CN1CCN(S(=O)(=O)c2ccccc2)CC1)Nc1ccccc1Cl,8%,-11,0%,-9%,-1%,15%,?,0%,-4%,9%,0%
Cc1ccc(CNC(=O)CCS(=O)(=O)c2cc(Br)cc3c2N(C(=O)C2CC2)CC3)o1,-5%,-21,4%,-17%,-3%,-13%,1%,12%,?,3%,14%
CCC(c1nnnn1Cc1ccccc1)N(Cc1cc2cc(OC)ccc2[nH]c1=O)CC1CCCO1 (stereo not given),6%,1,0%,-6%,-5%,-11%,-13%,6%,-23%,-9%,-3%
COc1ccccc1N(CC(=O)N/N=C/c1ccccc1C(=O)O)S(C)(=O)=O,-4%,11,0%,-1%,-4%,10%,13%,9%,1%,0%,-1%
COc1ccc(/C=N/NC(=O)c2cc(-c3cccn3C)n[nH]2)cc1OC,-3%,-3,0%,7%,-1%,0%,0%,0%,-23%,-1%,-1%
O=C(c1ccccc1Br)N1CCC(c2nc3ccccc3s2)CC1,3%[11.5 µM],-6,2%,-5%,-6%,2%,4%,0%,?,-4%,10%
COc1ccc(C)cc1-n1c(SCC(=O)Nc2cc(C)on2)nc2sc(C)c(C)c2c1=O,-2%,4,4%,3%,-1%,-54%[inhibitor],0%,-6%,-11%,-3%,0%
O=S(=O)(Nc1cccc(-c2ccc3nncn3n2)c1)c1cccs1,2%,-4,6%,2%,-1%,-36%,-28%,4%,?,16%,2%
CCOC(=O)c1ccc(NC(=O)Cn2nnc(-c3ccc(F)cc3)n2)cc1,0%,0,0%,-1%,-5%,10%,1%,2%,1%,6%,1%
CC(C)C(=O)Nc1nnc(SCC(=O)N2c3ccccc3CC2C)s1 (stereo not given),-2%,4,-3%,-8%,-3%,-18%,-8%,3%,?,-4%,5%
Oc1c(Cl)cc(Cl)cc1CNn1cnnc1,7%,18,-2%,-6%,-9%,1%,-19%,9%,?,6%,-2%
CCOc1cc(N2CCOCC2)c(OCC)cc1NC(=O)c1ccc(OC)c(S(=O)(=O)N2CCOCC2)c1,9%,-30,2%,1%,-4%,-16%,?,1%,?,1%,·

Grouped by structure: the compounds so far with bromine.
Structure,A-T KAP1 phos,TSHR antagonist,TCR activator,Tb PFK block,PTAP TSG101 blk,a7 integrin act,Chronic BCR inh,S-ASM inh,ELG1 DNA repair,Eya2 inh,Mito fusion yeast
Cc1ccc(CNC(=O)CCS(=O)(=O)c2cc(Br)cc3c2N(C(=O)C2CC2)CC3)o1,-5%,-21,4%,-17%,-3%,-13%,1%,12%,?,3%,14%
O=C(c1ccccc1Br)N1CCC(c2nc3ccccc3s2)CC1,3%[11.5 µM],-6,2%,-5%,-6%,2%,4%,0%,?,-4%,10%
